# HADH2 inhib: blocks human hydroxyacyl-CoA dehydrogenase type II; recombinant HADH2, NADH fluorescence, beta-hydroxybutyryl-CoA; Potency, µM (doses to about 57.1 µM), without a hit: at the top dose activity change, negative = inhibition, hits mostly inhibitors; actives 3.4% (n = 73,000); also: potency is read from the fitted curve at half-maximal effect; % is scaled to controls: 0 for no effect and ±100 for the full control effect; nearly all actives have a fitted effect of over 60% in size; many of its hits are not listed in these tables
# Target sequence (Q99714 whole entry, looked up, one chain of several): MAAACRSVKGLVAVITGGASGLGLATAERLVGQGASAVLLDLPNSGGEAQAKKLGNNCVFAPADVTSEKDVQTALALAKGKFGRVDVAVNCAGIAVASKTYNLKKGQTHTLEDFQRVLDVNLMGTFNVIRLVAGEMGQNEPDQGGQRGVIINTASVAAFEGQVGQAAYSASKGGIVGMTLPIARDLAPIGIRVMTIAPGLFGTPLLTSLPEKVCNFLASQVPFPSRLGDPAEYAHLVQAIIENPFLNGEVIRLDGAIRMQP
#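 Buffer 100 mM Tris-HCl pH 9.0/0.01% Tween-20; HADH2 20 nM; NAD+ 1 mM; beta-hydroxybutyryl-CoA 90 uM (all final). 15 min cpd preincubation, RT.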
# Rhodamine autofl: compound autofluorescence in rhodamine spectral region. max dye-equivalent concentration, M. Rhodamine-region fluorescence, 547/598 nm, Tris buffer; stronger effect = higher value. actives 0.05% (n = 59,000); in the data active = max dye-equivalent concentration above about 11 nM; inconclusive = between about 1.1 nM and that limit
#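 A six-point rhodamine series on each plate calibrates the signal. Compounds sit in 100 mM Tris (pH 8.0) for 15 min at ambient temperature before imaging through 547 nm/598 nm filters.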
# Caspase-1 inhib: caspase-1 (human) inhibition, allosteric or competitive. P29466. Caspase-1 enzyme, Ac-WEHD-AFC fluorogenic rate. actives 0.03% (n = 75,000). Potency, µM (titrated, usually from 57.5 µM), inactives show at the highest dose activity change, negative = inhibition, usual class: inhibitors;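 also: potency is read from the fitted curve at half-maximal effect; plate controls were vehicle for no effect and no substrate for full effect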
# Target sequence (P29466 120-297 limits assumed): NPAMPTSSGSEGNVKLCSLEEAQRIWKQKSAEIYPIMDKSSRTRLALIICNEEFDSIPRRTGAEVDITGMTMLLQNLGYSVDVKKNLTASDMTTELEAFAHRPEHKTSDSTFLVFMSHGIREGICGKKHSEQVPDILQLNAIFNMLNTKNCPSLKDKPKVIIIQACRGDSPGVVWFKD
# Target sequence (P29466 317-404 limits assumed): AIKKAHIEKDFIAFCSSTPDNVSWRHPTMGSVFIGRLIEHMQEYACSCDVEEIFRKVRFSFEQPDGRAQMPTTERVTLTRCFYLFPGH
# ERK AVP block: inhibitors of vasopressin-stimulated ERK signaling pathway | HEK293-V1b, vasopressin-stimulated pERK AlphaScreen | Potency, µM (titrated, usually from 57.5 µM), for the others: top-dose activity, negative = inhibition, usual class: inhibitors | actives 0.99% (n = 72,000) | AID 995; also: potency is read from the fitted curve at half-maximal effect; % is scaled to controls: 0 for no effect and ±100 for the full control effect; nearly all actives have a fitted effect of over 55% in size
#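 qHTS, compounds titrated on V1b-expressing HEK293 cells. Preincubation 30 min at 37C, vasopressin 25 nM for 5 min, lysis 10 min, bead incubation 5 hr at room temperature.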
# FLuc inh: blocks Photinus pyralis firefly luciferase activity; actives 2.2% (n = 72,000); purified firefly luciferase, luminescence, 8 min; AID 411; Potency, µM (top dose mostly 57.1 µM), for inactives: at the top dose activity change, negative = inhibition, actives largely listed as inhibitors; also: potency is read from the fitted curve at half-maximal effect; % is scaled to controls: 0 for no effect and ±100 for the full control effect; nearly all actives have a fitted effect of over 40% in size
#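 qHTS concentration-response profiling: light output of P. pyralis luciferase with luciferin and 10 uM ATP, imidazole buffer pH 7.2. Read by luminescence after 8-min room-temperature incubation.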
# USP2a inh: USP2a (human) protease inhibition. USP2a enzymatic assay, qHTS inhibition. Potency, µM (highest dose often 38.3 µM), without a hit: at the top dose activity change, negative = inhibition, hits mostly inhibitors. actives 0.1% (n = 60,000);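 also: potency is read from the fitted curve at half-maximal effect; nearly all actives have a fitted effect of over 60% in size; plate controls were DMSO for no effect and NEM full inhibition control for full effect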
#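 USP2 core (20nM final) preincubated 30 min RT with compound, then Ub-PLA2 20nM and NBD C6-HPC 20uM final added; buffer 20mM Tris-HCl pH 8.0, 2mM CaCl2. Fluorescence Ex 460/Em 535 read at 0 and 2.5 h; normalized to NEM.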
# HEK293 cAMP ctrl: parental HEK293 cAMP activation (counter-screen); parental HEK293 CNG cAMP sensor, membrane potential fluorescence; Potency, µM (titrated, usually from 57.1 µM), inactives show at the highest dose activation, actives largely listed as activators; actives 2.5% (n = 73,000); AID 938; also: potency is read from the fitted curve at half-maximal effect; % of control where 0% means no effect; nearly all actives have a fitted effect of over 55% in size
#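 Parental HEK 293 cells stably expressing a cAMP-gated CNG channel were loaded with membrane potential dye containing 100 uM RO 20-1724 for 60 min. Compound added for 30 min; depolarization read as fluorescence intensity at 590 nm.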
# Fluorescein autfl: fluorescein region autofluorescence; max fluorescein-equivalent concentration, M; actives 0.91% (n = 59,000); Compound autofluorescence, 480/540 nm, fluorescein-equivalent; stronger effect = higher value; AID 593; in the data active = max fluorescein-equivalent concentration above about 10 nM; inconclusive = between about 1.1 nM and that limit
#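 Fluorescein stocks ranging 3 mM down to 300 nM, plus DMSO blanks, were pinned alongside compounds to build a per-plate standard curve. Buffer: 100 mM Tris, pH 8.0. Incubation 15 min, room temperature; filters 480/540 nm.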
# Casp7 inh: allosteric or competitive inhibitors of human caspase-7; P55210; recombinant caspase-7, Ac-DEVD-AFC fluorescence rate; Potency, µM (titrated, usually from 57.5 µM), for inactives: top-dose activity change, negative = inhibition, most hits filed as inhibitors; actives 0.02% (n = 75,000); AID 889; active = well fitted inhibition curve with a large enough effect in the main read-out, with a control signal flat, not every such curve was filed as active; inconclusive = small, poorly fitted or top-dose-only effect, or a change in a side signal; also: potency is read from the fitted curve at half-maximal effect; % of control where 0% means no effect
# Target sequence (P55210 24-198 limits assumed): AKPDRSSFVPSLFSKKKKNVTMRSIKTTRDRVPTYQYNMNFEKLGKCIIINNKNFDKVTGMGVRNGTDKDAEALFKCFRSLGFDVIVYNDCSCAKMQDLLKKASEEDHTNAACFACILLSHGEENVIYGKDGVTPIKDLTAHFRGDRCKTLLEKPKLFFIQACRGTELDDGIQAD
# Target sequence (P55210 207-303 limits assumed): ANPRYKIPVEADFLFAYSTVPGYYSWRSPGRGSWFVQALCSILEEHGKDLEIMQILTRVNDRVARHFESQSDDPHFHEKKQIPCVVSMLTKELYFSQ
# TexasRed autofl: Texas Red region autofluorescence. Compound fluorescence, Texas Red channel, 547/618 nm; stronger effect = higher value. max dye-equivalent concentration, M. actives 0.06% (n = 59,000); in the data active = max dye-equivalent concentration above about 10 nM; inconclusive = between about 1.1 nM and that limit
#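 Fluorescence at ex 547/em 618 nm, normalized against an on-plate Texas Red standard series to give dye-equivalent concentration per compound concentration. Buffer 100 mM Tris, pH 8.0; 15 min RT incubation before CCD imaging.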
# Tau filament bind: binds recombinant human tau filaments; P10636; recombinant tau filaments, thioflavin S fluorescence, 15 h; filaments grown with octadecylsulfate alongside compound; Potency, µM (doses to about 57.1 µM), for inactives: at the highest dose activity change, negative = inhibition; actives 2% (n = 71,000); AID 596;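 also: potency is read from the fitted curve at half-maximal effect; % is scaled to controls: 0 for no effect and ±100 for the full control effect; actives lower thioflavin S fluorescence by blocking filaments or displacing dye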
#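 His-tagged recombinant human tau (exons 2, 3 and 10 included), 1 uM, was induced to fibrillize by 30 uM sodium octadecylsulfate with compound present. After 15 h at 37 C, thioflavine S fluorescence (ex 450, em 510 nm) was read.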
# The depositor's hits bear a star; i = inactive; ? = inconclusive; / = no result given; & = joins results of further samples; [ ] = dose if it differs, or a comment. Unless noted, calls follow the shape of the dose curve; as a rule, active = well fitted curve in the direction sought with a large enough effect; inconclusive = small, poorly fitted or top-dose-only effect, or another doubt; inactive = no such curve, though single readings can be large; an effect the other way counts as inactive or inconclusive. An excerpt, so the mix of outcomes need not match the whole.
Structure,HADH2 inhib,Rhodamine autofl,Caspase-1 inhib,ERK AVP block,FLuc inh,USP2a inh,HEK293 cAMP ctrl,Fluorescein autfl,Casp7 inh,TexasRed autofl,Tau filament bind
O=C1NC(=O)C(Cc2cccs2)C(=O)N1,?,i,-1%,-15%,0%,-11%,4%,?,-2%,i,-10%
Cc1ccc2c(c1N)C(=O)c1ccccc1C2=O,-11%,/,-6%,?,/,/,-51%[inhibitor],/,-5%,/,4µM*
CCS(=O)(=O)N1CCCC(C(=O)N2CCC3(CC2)OCCO3)C1 (stereo unspecified),5%,i,-1%,26%,1%,1%,?,i,0%,i,8%
O=NN1CCCCC1,-5%,/,-2%,4%,/,/,15%,/,-1%,/,-8%
CCOC(=O)/C=C1\Nc2ccccc2SC1=O,9%,i,?,?,-3%,-7%,-5%,i,-16%,i,-6%
Cc1cc(OCC(=O)O)c2c3c(c(=O)oc2c1)CCCC3,32µM*,i,0%,-27%,1%,0%,3%,i,0%,i,-1%
CC(=O)[C@@H]1CC[C@@H]2[C@@H]3CCC4=CC(=O)CC[C@@]4(C)[C@H]3CC[C@]21C,-1%[25.6 µM],i,1%[25.7 µM],-8%[25.7 µM],8%[25.5 µM],3%[17.1 µM],?,?,0%[25.7 µM],?,27%[25.6 µM]
O=C(Oc1ccccc1)N1CCC2(CCCN(C(c3ccccc3)c3ccccc3)C2)CC1,-5%,i,-4%,9%,0%[11.4 µM],97%[activator],2%,?,-1%,i,6%
NCC(CC(=O)O)c1ccc(Cl)cc1 (stereo unspecified),3%&6%,i,-1%&3%,15%&-19%,0%,3%&1%,-1%,?,-1%&-2%,i,-2%
C[N+](C)(C)CC#CCOC(=O)Nc1cccc(Cl)c1,-10%,i,-1%,1%,-2%,2%,?,?,0%,i,-1%
CC(C)=C[C@H]1[C@@H](C(=O)OCc2cc3c(cc2Cl)OCO3)C1(C)C,5%[11.4 µM],i,-1%[11.5 µM],-9%[11.5 µM],3%[11.4 µM],/,13%[11.4 µM],i,2%[11.5 µM],?,0%[11.4 µM]
C[C@@H](Cc1ccc2c(c1)OC(C(=O)O)(C(=O)O)O2)NC[C@H](O)c1cccc(Cl)c1,8%,i,-5%,0%,0%,-1%,21%,?,1%,i,7%
Clc1cccc(Cl)c1,-1%,/,4%,12%,/,/,-4%,/,0%,/,2%
COc1ccc(OC)c(C2=NOC(C(=O)N3CCC4(CC3)OCCO4)C2)c1 (stereo unspecified),-5%,i,-3%,-1%,1%,5%,4%,i,-5%,i,4%
CC(=O)N1CN2CN(C(C)=O)CC(C(=O)c3ccc(Br)cc3)(C2)C1,8%,i,-12%,-5%,2%,-2%,-12%,i,0%,i,-6%
CCOC(=O)N1CCC(NC(=O)CCc2nc(C3=CCN(C)CC3)no2)CC1,-3%,i,-1%,11%,0%,6%,-1%,i,-3%,?,14%
CCN(CCCl)Cc1ccccc1Br,?,i,0%,5%,-1%,-4%,?,?,0%,i,6%
CC12CN3CC(C)(CN(C1)C3c1cccs1)C2O (stereo unspecified),1%,i,-2%,-12%,0%,-5%,4%,i,2%,i,-12%
O=c1[nH]c(N2CCN(Cc3ccc4c(c3)OCO4)CC2)nc2c1CCC2,2%,i,1%,-2%,-1%,6%,1%,i,0%,i,-10%
CCCCCCC(C)(C)c1ccc([C@@H]2C[C@H](O)CC[C@@H]2CCCO)c(O)c1,-25%,/,-4%,?,0%,15%,27%,/,-12%,/,?

# Additional records.
SMILES	HADH2 inhib	Rhodamine autofl	Caspase-1 inhib	ERK AVP block	FLuc inh	USP2a inh	HEK293 cAMP ctrl	Fluorescein autfl	Casp7 inh	TexasRed autofl	Tau filament bind
O=S(=O)(O)/C(=C\c1ccccc1)c1ccccc1 (tested in a mixture with another compound)	-10%[11.4 µM]	i	1%[11.5 µM]	3%[11.5 µM]	-2%[11.4 µM]	/	21%[11.4 µM]	?	-3%[11.5 µM]	i	13%[11.4 µM]
CCCC1=C(C(=O)OCC)C2(C(=O)Nc3ccccc32)C(C#N)=C(N)O1 (stereo unspecified)	3%	/	1%	-8%	-1%	4%	10%	/	-1%	/	2%
COc1cc(CN2CCN(C(=O)COc3ccccc3)CC2)cc(OC)c1OC	7%[11.4 µM]	/	-1%	0%	1%	2%[7.66 µM]	5%[11.4 µM]	/	-1%	/	-4%[11.4 µM]
COc1ccc(CCn2c(O)c(C=NCCCO)c(=O)[nH]c2=O)cc1OC	3%	i	2%	-14%	0%	-6%	6%	i	1%	i	10%
CN(C)c1ccc(N=Nc2ccccc2)cc1	?	/	-3%	?	/	/	-27%	/	0%	/	16µM*
CCN(CC)C(=O)N[C@@H]1C[C@H]2c3cccc4[nH]cc(c34)C[C@@H]2N(C)C1	-1%&3%[25.6 µM]	i	-3%&-1%[25.7 µM]	-13%&-3%[25.7 µM]	2%&3%[25.5 µM]	-7%&-6%[17.1 µM]	2%&4%[25.6 µM]	?	-1%&0%[25.7 µM]	i	-7%&7%[25.6 µM]
C[C@@](Br)(C(=O)O)[C@H](Br)C(=O)O	-2%[11.4 µM]	i	-2%[11.5 µM]	7%[11.5 µM]	1%[11.4 µM]	/	2%[11.4 µM]	i	2%[11.5 µM]	i	0%[11.4 µM]
c1ccc2ncccc2c1	-1%	/	-1%	-3%	/	/	0%	/	1%	/	-5%
c1ccc2c(c1)CCCC2	0%	/	-4%	11%	/	/	?	/	-1%	/	10%
c1cc(OCC2CO2)cc(OCC2CO2)c1 (stereo unspecified)	7%	/	3%	-15%	/	/	-7%	/	1%	/	-3%
O=C1C2CCCN2C(c2ccncc2)N1c1ccc(Cl)c(Cl)c1 (stereo unspecified)	5%	i	0%	11%	0%	12%	3%	i	0%	i	8%
CC(C)(O/N=C(\C(=O)N[C@@H]1C(=O)N2C(C(=O)[O-])=C(C[n+]3ccccc3)CS[C@@H]12)c1csc(N)n1)C(=O)O	7.9µM*	i	-6%[25.7 µM]	5%[25.7 µM]	1%[25.5 µM]	21%[17.1 µM]	2%[25.6 µM]	?	-1%[25.7 µM]	?	3%[25.6 µM]
O=C(NCC(c1cccnc1)N1CCN(c2ccccc2)CC1)Oc1ccccc1 (stereo unspecified)	0%	i	0%	22%	1%	27%	?	?	0%	i	0%
O=C(O)C(O)(c1ccc(-c2ccccc2)cc1)c1ccc(-c2ccccc2)cc1	12%[11.4 µM]	i	0%[11.5 µM]	14%[11.5 µM]	4%[11.4 µM]	/	7%[11.4 µM]	i	-4%[11.5 µM]	i	14%[11.4 µM]
CCOC(=O)c1c(C)n(CCN2CCN(C)CC2)c2ccc(OC)cc12	9%	i	-3%	-21%	-2%	2%	7%	i	1%	?	11%
CCOC(=O)C1=C(N)Oc2cc(C)oc(=O)c2C12C(=O)N1c3c(cccc32)C(C)=CC1(C)C (stereo unspecified)	10%	i	-1%	-12%	0%	31%[activator]	9%	i	1%	i	3%
Oc1cc(Cl)ccc1Cl	?	/	0%	0%	/	/	?	/	-1%	/	-8%
O=Cc1ccccc1	-3%	/	0%	2%	/	/	8%	/	-1%	/	2%
CC12CCCCC1=NC(c1ccc(Br)cc1)N2O (stereo unspecified)	-4%[11.4 µM]	/	-2%	0%	2%	-1%[7.66 µM]	1%[11.4 µM]	/	1%	/	0%[11.4 µM]

# Compounds listed so far with an NH in an aromatic ring, in the order listed:
SMILES	HADH2 inhib	Rhodamine autofl	Caspase-1 inhib	ERK AVP block	FLuc inh	USP2a inh	HEK293 cAMP ctrl	Fluorescein autfl	Casp7 inh	TexasRed autofl	Tau filament bind
O=c1[nH]c(N2CCN(Cc3ccc4c(c3)OCO4)CC2)nc2c1CCC2	2%	i	1%	-2%	-1%	6%	1%	i	0%	i	-10%
COc1ccc(CCn2c(O)c(C=NCCCO)c(=O)[nH]c2=O)cc1OC	3%	i	2%	-14%	0%	-6%	6%	i	1%	i	10%
CCN(CC)C(=O)N[C@@H]1C[C@H]2c3cccc4[nH]cc(c34)C[C@@H]2N(C)C1	-1%&3%[25.6 µM]	i	-3%&-1%[25.7 µM]	-13%&-3%[25.7 µM]	2%&3%[25.5 µM]	-7%&-6%[17.1 µM]	2%&4%[25.6 µM]	?	-1%&0%[25.7 µM]	i	-7%&7%[25.6 µM]

# High-throughput results from PubChem.
